KOR beta-arrestin-1: kappa opioid receptor blockers – cell-based, luminescence, uHTS (AID 1778) | KOR beta-arrestin recruitment, luminescence, antagonist mode; higher % means a stronger effect | one-dose inhibition, % at 10 µM; IC50 in µM for titrated hits | hit rate 0.091% among 290,000; note: strong numbers were not always called active
HIV peptide binding: cell-free HIV fusion peptide-binding blockers – biochemical, uHTS, fluorescence dequenching, primary screen (AID 1986). cell-free peptide binding, fluorescence dequenching, 30 min; higher % means a stronger effect. inhibition, % at 20 µM, or IC50 in µM where a hit was titrated. hit rate 0.3% among 290,000; in the data active = inhibition mostly above about 52%, no sharp cut-off; inactive = mostly below about 76%; note: some results filed as inactive read as strong as hits
NOD1 inhibition: inhibition of NOD1-driven NF-kB reporter – cell-based, luminescence, uHTS, primary screen (AID 1578); NOD1-driven NF-kB luciferase reporter cells, luminescence; higher % means a stronger effect; inhibition, % at 4 µM; hits with a dose series show EC50 in µM; hit rate 1% among 290,000; in the data active = inhibition mostly above about 36%, no sharp cut-off; inactive = mostly below about 34%;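 note: HEK-293T reporter cells stimulated with the NOD1 agonist gamma-tri-DAP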
GPR55 antagonists: inhibition of LPI-stimulated GPR55 beta-arrestin translocation – imaging, U2OS, beta-arrestin-GFP, LPI agonist, primary screen (AID 2013). one-dose inhibition, % at 10 µM; IC50 in µM for titrated hits. hit rate 0.13% among 290,000. U2OS GPR55 beta-arrestin-GFP translocation imaging, LPI antagonism; higher % means a stronger effect;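 active = spots per cell inhibited over 60%, with over 100 cells counted and total cytoplasm intensity under 500,000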;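 note: U2OS cells stably carrying GPR55 and arrestin-GFP stimulated by 5 µM LPI near EC80; imaged beta-arrestin-GFP aggregate spots per cell after agonist stimulation; plate controls were LPI-stimulated DMSO wells for no effect and DMSO wells without LPI for full effect; some results filed as inactive read as strong as hits; confirmed hits need IC50 under 10 µM and bright autofluorescent wells are also inconclusive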
KOR beta-arrestin-2: KOR agonists, beta-arrestin recruitment, primary screen, cell-based, luminescence, uHTS (AID 1777) | hit rate 0.02% among 280,000 | activation, % at 10 µM, or EC50 in µM where a hit was titrated | KOR beta-arrestin recruitment, luminescence; higher % means a stronger effect; in the data active = activation above about 50%, passing the limit was not always enough; note: a part of the inactive calls stands beside numbers as strong as those of hits
GPR35 arrestin U2OS: GPR35 antagonists blocking zaprinast-driven arrestin recruitment, primary screen, imaging, U2OS, beta-arrestin-GFP, zaprinast agonist (AID 2058); U2OS GPR35 beta-arrestin-GFP translocation imaging, zaprinast antagonism; higher % means a stronger effect; inhibition, % at 10 µM, or IC50 in µM where a hit was titrated; hit rate 0.052% among 290,000;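 active = inhibition of at least 50% with at least 30 cells and total cytoplasm GFP at most 10,000,000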
NOD2 inhibition: inhibition of NOD2-driven NF-kB reporter – cell-based, luminescence, uHTS, HEK293 (AID 1566); HEK293 NOD2/NF-kB luciferase reporter, luminescence; higher % means a stronger effect; inhibition, % at 4 µM; hits with a dose series show EC50 in µM; hit rate 0.63% among 290,000; note: many of its hits are not listed in these tables
Myeloid diff 2: compounds promoting myeloid differentiation; ER-HoxA9 myeloid progenitors, lysozyme-GFP differentiation, flow cytometry; calls only at 10 µM; hit rate 1% among 360,000;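 active = normalized GFP-positive differentiation at or above the plate's own cutoff, the solvent-only control mean plus 3 SD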;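 note: cells exposed to compound for four days before flow analysis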
GPR55 activation: selective activators of receptor GPR55 – imaging, U2OS cells, beta-arrestin-GFP redistribution, primary screen (AID 1961) | U2OS GPR55 beta-arrestin-GFP redistribution imaging; higher % means a stronger effect | activation, % at 10 µM, or EC50 in µM where a hit was titrated | hit rate 0.048% among 290,000;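 active = activation above 40% with more than 50 cells counted in the well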;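 note: U2OS osteosarcoma cells stably expressing GPR55 and beta-arrestin-GFP; plate controls were DMSO negative control for no effect and LPI positive control for full effect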
Myeloid diff 2 GFP+ MAC1+ %: recorded beside Myeloid diff 2, whose call it bears; GFP+ MAC1+ double positive, %; measured here: differentiation confirmed by MAC1 staining
Starred values were filed as active, the others as inactive; i = inactive; . = not tested or not shown; [ ] = dose if it differs, or a comment. Cut-off read from the data, not from the text of the source, unless noted: active = inhibition above about 50%; inactive = the rest. Not all compounds are listed (hit frequency here may not be typical).

Structure	KOR beta-arrestin-1	HIV peptide binding	NOD1 inhibition	GPR55 antagonists	KOR beta-arrestin-2	GPR35 arrestin U2OS	NOD2 inhibition	Myeloid diff 2	Myeloid diff 2 GFP+ MAC1+ %	GPR55 activation
COc1c(Cl)cnn(-c2cccc(C)c2)c1=O	-12.0%[20 µM]	0.0%	-30.6%	11.1%	-4.2%	-1.1%	-7.2%	i	0.2	0.7%
CCOC(=O)C1=C(CSc2nc(-c3ccncc3)ccc2C#N)OC(N)=C(C#N)C1c1ccc(OC)cc1 (centres undefined)	-4.9%	29.3%	12.1%	-2.6%	1.9%	19.8%	7.8%	i	0.4	-0.1%
O=C1CC(C(=O)NCc2ccccc2)C2(CCCC2)O1 (centres undefined)	-17.9%	-2.3%	-2.2%	11.4%	-4.3%	1.2%	2.8%	i	5.7	0.0%
Cc1ccc(S(=O)(=O)N/N=c2\sc3ccccc3n2C)cc1	10.4%	0.3%	-13.4%	15.0%	1.9%	-5.8%	18.5%	i	0.4	-0.1%
Cn1c(N)c(Sc2ccc([N+](=O)[O-])cc2)c(=O)n(C)c1=O	-47.2%	2.6%	2.9%	2.7%	6.7%	4.1%	11.0%	i	0.3	-0.4%
COc1cc(NC(=O)CSc2ccccc2)c(C(=O)O)cc1OC	-20.1%	0.7%	-6.0%	4.7%	-1.7%	-10.3%	-3.4%	i	0.2	0.0%
Cc1[nH]c2ccccc2c(=O)c1CN(C)Cc1ccccc1	-2.8%	3.1%	-38.7%	3.9%	-2.1%	-10.7%	-7.5%	i	0.7	-0.1%
Cc1ccc(NC(=O)c2ccc(-n3cccn3)nc2)cc1	-9.4%	0.2%	-24.8%	-1.9%	-4.9%	8.0%	7.6%	i	0.0	0.1%
Cn1cnc([N+](=O)[O-])c1Sc1ccc(Br)cc1	13.7%	-2.0%	-25.1%	10.7%	1.6%	9.2%	1.8%	i	0.9	0.4%
c1ccc(SCCN2CCN(c3ccccc3)CC2)cc1	-2.8%	1.3%	-4.9%	19.0%	-2.7%	-1.8%	-32.5%	i	1.0	0.0%
O=C(CN1C2CCCC1CC(NC(=O)c1ccco1)C2)Nc1ccccc1C(F)(F)F (centres undefined)	43.7%	-2.3%	-30.4%	-2.3%	0.5%	-12.3%	10.7%	i	1.1	-0.1%
COc1cc(C(=O)Nc2cc(C(F)(F)F)ccc2N2CCOCC2)ccc1O	-39.9%	-1.7%	-19.4%	9.0%	-1.4%	-1.0%	-7.9%	i	0.4	0.1%
Cc1ccccc1-c1nc(CN2CCCC2c2ccc(F)cc2)c(C)o1 (centres undefined)	-27.2%	1.4%	-29.5%	35.5%	0.4%	4.0%	20.1%	i	0.7	-0.1%
O=C(COc1ccccc1)N1CCN(C(=O)c2ccccc2F)CC1	-12.5%	0.2%	-4.3%	-4.7%	1.3%	-3.0%	-4.8%	i	1.2	.
Cc1noc(C)c1S(=O)(=O)N1CCC(C(=O)N2CCN(Cc3ccc4c(c3)OCO4)CC2)CC1	-2.7%	-0.3%	-9.0%	3.0%	0.2%	-1.9%	13.9%	i	1.1	-0.2%
O=C(NC1CCCCCC1)C1CCN(C(=O)Cc2ccccc2)CC1	-20.0%	2.3%	-3.7%	-0.4%	-1.5%	7.8%	6.6%	i	0.6	-0.1%
C=CCN(Cc1cn(C)nc1-c1cccc(Cl)c1)C1CCS(=O)(=O)C1 (centres undefined)	-13.4%	-0.5%	-31.8%	5.6%	2.9%	-10.7%	9.5%	i	0.3	-0.1%
O=C(/C=C/c1ccc(F)cc1)Nc1nc2ccccc2[nH]1	-27.1%	-3.2%	-60.8%	-5.3%	-3.8%	1.5%	-50.6%	.	.	-0.1%
COc1ccc(NC(=O)CCn2c(=S)[nH]c3ccccc3c2=O)cc1OC	22.8%	1.6%	-43.3%	4.9%	2.8%	-12.7%	11.6%	i	0.6	0.3%
CC1CCCN(CC(O)COc2ccc(-c3ccccc3)cc2)C1 (centres undefined)	-48.3%	-0.7%	-27.3%	22.9%	1.8%	-1.6%	-13.7%	i	0.4	-0.2%

Reformatted: results already given.
> O=C(NC1CCCCCC1)C1CCN(C(=O)Cc2ccccc2)CC1
  KOR beta-arrestin-1: -20.0%
  HIV peptide binding: 2.3%
  NOD1 inhibition: -3.7%
  GPR55 antagonists: -0.4%
  KOR beta-arrestin-2: -1.5%
  GPR35 arrestin U2OS: 7.8%
  NOD2 inhibition: 6.6%
  Myeloid diff 2: i
  Myeloid diff 2 GFP+ MAC1+ %: 0.6
  GPR55 activation: -0.1%

> C=CCN(Cc1cn(C)nc1-c1cccc(Cl)c1)C1CCS(=O)(=O)C1 (centres undefined)
  KOR beta-arrestin-1: -13.4%
  HIV peptide binding: -0.5%
  NOD1 inhibition: -31.8%
  GPR55 antagonists: 5.6%
  KOR beta-arrestin-2: 2.9%
  GPR35 arrestin U2OS: -10.7%
  NOD2 inhibition: 9.5%
  Myeloid diff 2: i
  Myeloid diff 2 GFP+ MAC1+ %: 0.3
  GPR55 activation: -0.1%

Next part:
Structure	KOR beta-arrestin-1	HIV peptide binding	NOD1 inhibition	GPR55 antagonists	KOR beta-arrestin-2	GPR35 arrestin U2OS	NOD2 inhibition	Myeloid diff 2	Myeloid diff 2 GFP+ MAC1+ %	GPR55 activation
O=C(N/N=C/c1ccncc1)c1cccc(NC(=O)c2ccc(Cl)cc2)c1	-6.1%	-3.3%	-21.3%	5.2%	2.3%	-9.7%	15.5%	i	0.4	-0.2%
Cc1ccc(/C=N/NC(=O)c2cc(-c3ccccc3)nc3ccccc23)o1	-39.4%	1.0%	-22.9%	-3.9%	1.2%	-18.2%	-4.2%	i	16.2	-0.2%
CSc1nc(C)cc(Oc2ccccc2)n1	5.1%[20 µM]	-1.7%	-11.7%	2.0%	-1.8%	-5.5%	13.0%	i	0.3	0.2%
NC(=O)CCn1c(C(=O)c2cccc([N+](=O)[O-])c2)c2ccccc2[n+]1[O-]	-44.1%[20 µM]	0.4%	-9.9%	7.1%	-0.3%	13.1%	7.6%	i	1.6	0.6%
COc1ccccc1-c1cn[nH]c1-c1ccc(OCc2ccc([N+](=O)[O-])cc2)cc1O	-2.7%	0.0%	-1.1%	10.5%	4.6%	-2.8%	16.4%	i	0.4	0.0%
CC(C)(C)C(=O)/C=c1\[nH]c(=O)/c(=C\c2ccc(C#N)cc2)s1	33.5%	-0.6%	22.1%	1.6%	2.1%	-2.2%	-25.3%	i	1.0	0.3%
O=C(NNS(=O)(=O)c1ccc(F)cc1)c1ccccc1F	-8.4%	-0.5%	-18.9%	-6.9%	-3.3%	0.0%	0.8%	i	0.4	-0.2%
Cc1ccc(C(=O)Nc2ccc(C(=O)O)cc2NC(=O)c2ccc(C)cc2)cc1	-87.1%[20 µM]	14.3%	-9.9%	-14.7%	4.7%	3.3%	-15.3%	i	0.4	-0.1%
COc1cc(C2C(C#N)=C(N)Oc3n[nH]c(-c4cccs4)c32)cc(OC)c1O (centres undefined)	7.0%	1.3%	-13.0%	10.6%	-1.5%	-10.7%	16.8%	i	0.1	0.0%
COc1cccc(CNC(=O)CCC2CCCN(C(=O)c3cccnc3SC)C2)c1 (centres undefined)	-16.5%	2.2%	5.6%	12.2%	2.8%	-1.1%	18.4%	i	5.9	-0.1%
CCN(CC)S(=O)(=O)c1ccc(N/N=C/c2cc(OC)c(OC)cc2OC)nc1	15.6%	-0.2%	-18.2%	6.0%	-2.0%	6.2%	3.2%	i	1.2	0.1%
COc1ccc(-c2cc(C(=O)c3c(N)n(C)c(=O)n(C)c3=O)c3ccccc3n2)cc1OC	14.3%	-2.2%	-47.9%	24.1%	-4.1%	-9.6%	-26.8%	i	1.0	-0.3%
COc1ccc(CNC(=O)CCCNS(=O)(=O)c2cccc3nonc23)cc1	4.5%	-1.2%	-22.3%	1.5%	-0.6%	2.0%	4.5%	i	0.7	0.0%
Cc1ccc(CC(=O)Nc2nc3ccccc3[nH]2)cc1C	-31.2%	-3.1%	.	17.4%	1.8%	0.2%	-22.0%	i	0.5	0.1%
CCC[C@@H](CN[C@@H](CNC)C(C)C)NCCCCc1ccccc1	-53.9%[20 µM]	2.3%	-18.6%	1.4%	3.3%	-5.4%	13.1%	i	0.2	-0.2%
O=C(CN(C(=O)CNC(=O)c1cccs1)c1cccc(F)c1)NC1CCCC1	-17.6%	-0.3%	0.7%	4.6%	4.3%	-0.3%	1.3%	i	0.9	-0.2%
COc1cc(C(=O)NCc2cc3ccccc3n2C)cc(OC)c1OC	-40.8%[20 µM]	-0.8%	-6.0%	3.3%	3.7%	9.5%	14.8%	i	1.0	-0.2%
CN(C(=O)COc1cccc(Br)c1)C1CCS(=O)(=O)C1 (centres undefined)	-21.0%	-1.9%	.	7.7%	1.5%	14.9%	9.2%	i	0.5	0.1%
O=C(Nc1cccnc1Cl)c1cc(-c2cccc(Cl)c2)on1	1.1%	0.8%	-36.8%	12.7%	-1.6%	12.3%	19.5%	i	0.3	0.0%
Cc1ccsc1C(=O)OCC(=O)c1cc(C)n(CC2CCCO2)c1C (centres undefined)	-24.3%	-0.8%	56.2%	4.6%	0.3%	1.0%	22.9%	i	1.3	0.8%
Fc1ccccc1NC(=S)N(CCCN1CCOCC1)Cc1cccnc1	16.9%	3.5%	-27.8%	17.2%	-6.2%	-15.6%	3.5%	i	0.3	-0.3%
Cc1cc(=O)[nH]c(NN=C2C3CC4CC(C3)CC2C4)n1	2.7%	0.0%	-6.5%	4.5%	-1.6%	-2.8%	15.3%	i	1.3	0.4%
O=C(C1CCN(S(=O)(=O)c2ccc(Br)s2)CC1)N1CCN(C2CCCCC2)CC1	-22.2%	0.1%	-32.6%	14.2%	3.1%	-7.2%	0.2%	i	0.4	-0.6%
CC(C)C(=O)Nc1cccc(NC(=S)NC(=O)c2ccc(Cl)cc2)c1	-12.4%	1.4%	12.9%	9.8%	0.5%	25.5%	-20.9%	i	2.5	0.3%
CCC(C)NCCC(=O)Nc1ccc(Cl)c(S(=O)(=O)Nc2ccc(Cl)cc2)c1 (centres undefined)	-14.1%	-0.1%	-38.3%	-4.2%	-3.5%	-8.7%	16.0%	i	0.4	-0.4%
COC(=O)c1c(C)[nH]c(C(=O)/C=C/c2ccc(Cl)cc2)c1C	-15.4%	3.5%	-48.1%	-20.3%	5.9%	7.8%	-29.8%	i	0.4	-0.2%
CN1CCc2c(sc(NC(=O)Cc3ccc(F)cc3)c2C(N)=O)C1	2.9%	0.6%	-22.7%	14.5%	1.1%	2.7%	6.0%	i	2.2	-0.1%
